14-3-3g Raf = alters human 14-3-3 gamma binding to Raf peptide | FP, 14-3-3gamma / TMR-pS259-Raf peptide binding | AID 422 | inhibition, % at 40 µM | hit rate 0.19% among 160,000 | P61981; in the data active = inhibition above about 30%;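 note: 0% = protein plus tracer without compound and 100% = blank with tracer alone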
Target sequence (P61981 whole entry, looked up): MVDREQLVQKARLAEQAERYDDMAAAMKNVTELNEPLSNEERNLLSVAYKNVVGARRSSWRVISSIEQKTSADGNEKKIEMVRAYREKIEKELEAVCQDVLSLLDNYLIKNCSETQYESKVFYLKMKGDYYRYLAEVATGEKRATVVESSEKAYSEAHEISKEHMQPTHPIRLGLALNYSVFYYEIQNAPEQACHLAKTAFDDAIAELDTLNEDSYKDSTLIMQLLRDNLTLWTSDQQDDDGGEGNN
An asterisk follows results filed as active; & = joins results of further samples.

SMILES	14-3-3g Raf
Cc1ccc(CCN2CC(C(=O)NCCCN3CCCCCC3)CC2=O)cc1 (stereo not drawn)	-7&-8
C=CCc1ccccc1OCC(CN1CCCCC1)OC(C)=O (stereo not drawn)	-13
COC(=O)C1C(=O)C2=C(CC1C)NC(=O)CC2c1ccccc1 (stereo not drawn)	-7
Cc1nn(C)c(C)c1S(=O)(=O)N1CCC(C(=O)NC2CCCc3ccccc32)CC1 (stereo not drawn)	-2
c1ccc(-c2nc3ncccn3c2NC2CCCCC2)cc1	-7
O=S(CCSc1nc2ccccc2s1)Cc1ccc(Cl)cc1 (stereo not drawn)	-12
CCOc1nc(-c2ccccc2)ccc1-c1noc(COC)n1	-11
CC(C)CC(=O)N1CC(=O)Nc2ccc(F)cc2C1c1ccc(F)cc1 (stereo not drawn)	-2
COc1ccc(CNC(=O)c2noc3c2CCCC3)cc1	-5
COc1ccccc1N1CCN(S(=O)(=O)c2c(C)sc3ncn(CC(=O)NC4CCCCCC4)c(=O)c23)CC1	-12
COc1ccc(CCC(=O)Nc2ccc(-c3noc(-c4ccccc4Br)n3)cc2)cc1	-17
Cc1ccc(S(=O)(=O)NC(C)C(=O)NC2CCCCCC2)cc1 (stereo not drawn)	3
Cn1c2c(c(=O)n(C)c1=O)CN(Cc1ccc(F)cc1)CN2	0
CC1=C(C(=O)OC(C)C)C(c2ccccc2Cl)NC(=S)N1 (stereo not drawn)	-4
O=C(Nc1ccc2oc(-c3cccc4ccccc34)nc2c1)c1cccc(I)c1	-76
CC(C)Cn1c(NC2CCCCC2)nc2c1c(=O)[nH]c(=O)n2C	8
O=C1NC(c2cc3c(cc2Cl)OCO3)Oc2ccccc21 (stereo not drawn)	7
Cc1nc2c3ccccc3nc(SCc3ccccc3F)n2n1	-2
COCCN1C(=O)c2ccccc2C(C(=O)N2CCN(c3ccc(Cl)cc3)CC2)C1c1cn(C)c2ccccc12 (stereo not drawn)	-1
CCCSc1nnc(NC(=O)c2ccc(F)cc2)s1	6
Cc1cccc(NC(c2ccc3c(c2)OCO3)c2ccc3ccc(C)nc3c2O)n1 (stereo not drawn)	-3
Cc1cccc(NC(=O)CSc2nc(-c3ccccc3)cn2-c2ccccc2)c1C	-3
CCn1c(=O)c2c(cnn2C)c2ccccc21	-4
O=C(O)C1CCN(c2nc(-c3ccccc3)nc3c2oc2ccccc23)CC1	-12
COc1ccccc1NC(=O)CSc1nnnn1C	5
Next results:
SMILES	14-3-3g Raf
COc1ccc(NS(=O)(=O)c2cnc[nH]2)cc1Cl	-7
C=CCn1c(=O)n(CCOC)c(=O)c2sc3ccccc3c21	0
Cc1ccnc(NS(=O)(=O)c2ccc(NC(=O)C34CC5CC(CC(C5)C3)C4)cc2)n1	-4
COc1cc(-n2nc(-c3ccccc3)cc2-c2ccccc2)ncn1	-1
N#CC1=C(SCC(=O)c2ccc(Br)cc2)NC2=C(C(=O)CCC2)C1c1ccco1 (stereo not drawn)	-17
O=C(Nc1cccc(-c2nnc(-c3ccccc3)o2)c1)C1CCCO1 (stereo not drawn)	2
CCCCn1cnc2c(cnn2-c2ccc(Cl)cc2)c1=O	0
O=C(Cc1ccc2cccnc2c1)c1ccc(O)cc1O	-4
CCc1ccc(CNC(=O)CCSCc2ccccc2Cl)cc1	0
O=C(NCc1ccc2c(c1)OCO2)C1CC(=O)N(c2ccc(O)cc2)C1 (stereo not drawn)	-3
CC(=O)Nc1c(C(=O)O)oc2ccccc12	-13
CC1CCC2C(=O)N(c3ccc(OC(=O)c4ccccc4Br)cc3)C(=O)C2C1 (stereo not drawn)	-6
Cc1ccc(NC(=O)CN2CCN(S(=O)(=O)c3ccc(C(C)C)cc3)CC2)cc1F	-10
O=C(Cn1cnc2ccccc2c1=O)OCCN=C1NS(=O)(=O)c2ccccc21	-2
COCCN1C(=O)c2ccccc2C(C(=O)N2CCN(c3ccccc3F)CC2)C1c1cn(C)c2ccccc12 (stereo not drawn)	1
CCC(=O)NC(Nc1ccc(OC(F)(F)F)cc1)(C(=O)OC)C(F)(F)F (stereo not drawn)	3
O=C(NCC12CC3CC(CC(C3)C1)C2)c1nn2c(c1Cl)NC(c1ccco1)CC2C(F)(F)F (stereo not drawn)	-3
Cc1c(C(=O)Nc2ccccc2Cl)oc2ccc(S(=O)(=O)N(C)C3CCCCC3)cc12	2
CCCOC(=O)C1=C(C)NC2=C(C(=O)CCC2)C1c1cc(OC)c(OC)c(OC)c1 (stereo not drawn)	4
COC(=O)C(NS(=O)(=O)c1ccc(NC(C)=O)cc1)C(C)C (stereo not drawn)	0
CC(C(=O)NCCC1=CCCCC1)N1C(=O)c2ccccc2C1=O (stereo not drawn)	5
CC(C)COc1ccc(C(CC(=O)O)C(=O)O)cc1 (stereo not drawn)	-5
CC(c1ccccc1)n1cc(C(=O)NCCCn2ccnc2)nn1 (stereo not drawn)	-5
COc1cccc(CNCc2ccccn2)c1OC	4
O=C(Nc1sc2c(c1C(=O)Nc1ccc(Cl)cc1)CCC2)c1ccco1	-38

Look-ups from above:
`Cc1ccnc(NS(=O)(=O)c2ccc(NC(=O)C34CC5CC(CC(C5)C3)C4)cc2)n1` @ 14-3-3g Raf = -4
`COc1cc(-n2nc(-c3ccccc3)cc2-c2ccccc2)ncn1` @ 14-3-3g Raf = -1
`O=C(Nc1sc2c(c1C(=O)Nc1ccc(Cl)cc1)CCC2)c1ccco1` @ 14-3-3g Raf = -38

Sorted by heavy-atom count (rising): part of the list above.
SMILES	14-3-3g Raf
COc1ccccc1NC(=O)CSc1nnnn1C	5
O=C1NC(c2cc3c(cc2Cl)OCO3)Oc2ccccc21 (stereo not drawn)	7
Cc1ccc(S(=O)(=O)NC(C)C(=O)NC2CCCCCC2)cc1 (stereo not drawn)	3

Next results follow.
SMILES	14-3-3g Raf
Cc1noc(C)c1CSc1nc2cc(S(=O)(=O)N3CCOCC3)ccc2o1	-2
CC1=C(C(=O)Nc2ccc(C)cc2)C(c2ccccc2Br)NC(=O)N1 (stereo not drawn)	-6
Cc1ccc(S(=O)(=O)NCc2ccc(C(=O)N3CCc4ccccc4C3)cc2)cc1	0
O=C(CS(=O)CC(=O)Nc1cccc2c1CCCC2)Nc1ccc(F)cc1 (stereo not drawn)	6
Cc1ccc(-c2csc(Nc3cccc(C)c3C)n2)cc1	0
CCOC(=O)C1=C(C)NC(C)=C(C(=O)OCC)C1c1ccc(Br)cc1	-6
Cc1cccc(C(=O)N2N=C(c3ccc(Cl)cc3)CC2(O)C(F)(F)F)c1 (stereo not drawn)	-4
Cc1ccccc1NC(=O)CN(C)S(=O)(=O)c1cccc2cccnc12	-1
O=C(NCc1cccnc1)c1cccc(Cl)c1	-6
COc1cc2c(cc1OC)C1C(C(=O)NCCCN3CCc4ccccc4C3)c3ccccc3C(=O)N1CC2 (stereo not drawn)	1
CC(C)C(C(=O)NCc1ccco1)N(C(=O)CNS(=O)(=O)c1ccc(Cl)cc1)C1CCCC1 (stereo not drawn)	-4
CN(C)CC(=O)N1c2ccccc2Sc2ccc(Cl)cc21	-5
CN(C)S(=O)(=O)c1ccc(C(=O)N2CC(=O)Nc3ccc(Br)cc3C2c2ccc(F)cc2)cc1 (stereo not drawn)	-2
CCCCOC(=O)c1ccc(NC(=O)c2ccc(Br)o2)cc1	-7
CC1=C(C(=O)Nc2nc3ccccc3s2)C(c2ccccc2Cl)C2=C(CCCC2=O)N1 (stereo not drawn)	1
COc1ccc(C(=O)Nc2nc(-c3ccc(C(C)C)cc3)cs2)cc1	-3
Cc1cc(C(=O)CNc2cccc([N+](=O)[O-])c2)ccc1F	-7
COc1ccccc1N1CCN(C(=O)C2CC=CCC2C(=O)O)CC1 (stereo not drawn)	-10
CCCCc1cc(=O)oc2cc(C)cc(OCc3nn[nH]n3)c12	-6
CC(C)C(=O)Nc1cc(=O)[nH]c2ncnn12	0
Cc1ccc(CNC(=O)c2ccc3c(c2)[nH]c(=S)n2c4ccccc4nc32)cc1	-3
COc1cccc(CNn2cnnc2)c1OCc1ccc(F)cc1	-7
Cc1ccccc1Nc1c(-c2cccc(Br)c2)nc2cnccn12	4
COc1ccc2c(c1)c(=O)c1ccccc1n2CC(=O)Nc1ccccn1	-9
CCn1c2c(c3cc(Br)ccc31)CCC/C2=N\O	-1

Rewritten as labelled records: 4 of the compounds above.
> COc1cc2c(cc1OC)C1C(C(=O)NCCCN3CCc4ccccc4C3)c3ccccc3C(=O)N1CC2 (stereo not drawn)
- 14-3-3g Raf: 1
> CC(C)C(C(=O)NCc1ccco1)N(C(=O)CNS(=O)(=O)c1ccc(Cl)cc1)C1CCCC1 (stereo not drawn)
- 14-3-3g Raf: -4
> CN(C)CC(=O)N1c2ccccc2Sc2ccc(Cl)cc21
- 14-3-3g Raf: -5
> CN(C)S(=O)(=O)c1ccc(C(=O)N2CC(=O)Nc3ccc(Br)cc3C2c2ccc(F)cc2)cc1 (stereo not drawn)
- 14-3-3g Raf: -2

More results:
SMILES	14-3-3g Raf
CCN(c1ccccc1)c1ncnc2c1cnn2-c1ccccc1	1&-3
CSc1ncc(Cl)c(C(=O)Nc2nnc(SC)s2)n1	-1
CC1(C)Cc2ccccc2-c2nc(-c3ccccc3)oc(=O)c21	8
CCN1CCN(Cc2c(O)ccc3c(=O)c(Oc4cccc(C)c4)c(C(F)(F)F)oc23)CC1	-6
CCc1ccc(-n2c(=O)c3c4c(sc3n(CC(=O)NCCOC)c2=O)CCC4)cc1	-12
Cc1ccc(N2C(=O)c3ccccc3NC23C(=O)N(Cc2ccccc2F)c2ccccc23)cc1 (stereo not drawn)	-6
O=C(Nc1ccc(Oc2ccccc2)cc1)c1ccc(F)c(S(=O)(=O)NC2CCCC2)c1	-7
O=C(C1CC1)N1CCc2cc(S(=O)(=O)NCCc3ccc(Cl)cc3)ccc21	-7
CCOC(=O)C1=C(c2ccc(OC)cc2)NC(=O)NC1c1ccc(Br)cc1 (stereo not drawn)	-5
O=C(O)c1cc(=O)[nH]c2ccccc12	-16
O=C(O)CCCC(=O)Nc1ccc(C(=O)NCc2cccnc2)cc1	-4
CCCn1c(N2CCCCC2)nc2c1c(=O)[nH]c(=O)n2C	9
COc1ccc(-c2nc3ccccc3c(C(=O)Nc3ccc(Br)cc3)c2C)cc1	-41
CCOC(=O)c1c(NC(=O)C2CC2)sc(C(=O)Nc2cc(C)ccc2C)c1C	7
CCCc1ccc(C(=O)Nc2nnc(SCC)s2)cc1	3
Nc1cc(Oc2ccc3c(c2)CCC3)cc([N+](=O)[O-])c1	-22
CCN(CC)CCNC(=O)c1ccc(NC(C)=O)cc1	5&3
CSCCOC(=O)C1=C(C)NC(=O)NC1c1ccc(OCc2ccccc2)cc1 (stereo not drawn)	5
Cc1c(C(=O)N(C)C)sc2[nH]c(=O)n(-c3ccc(Cl)cc3)c(=O)c12	2
CC(C)(C)c1ccc(-c2nc(NCCCN3CCOCC3)c3ccccc3n2)cc1	-8
CCOC(=O)c1[nH]c2ccccc2c1NC(=O)COC	4
Cc1ccc(P(=O)(OCCN2CCOCC2)C(C)(C)C)o1 (stereo not drawn)	-4
CCOC(=O)c1ccc(N2C(=O)C(=O)/C(=C(/O)c3ccc(OC)cc3)C2c2ccc(Br)cc2)cc1 (stereo not drawn)	-5
COc1ccc(C)cc1NC(=O)CN1CCN(S(=O)(=O)c2ccc(Br)cc2)CC1	0&-2
O=C(CCc1nc(-c2ccccc2F)no1)NCCc1ccccc1Cl	-8
The list continues.
SMILES	14-3-3g Raf
O=C(Nc1ccc(Cl)cc1C(=O)Nc1ccccn1)c1ccco1	-12
COCCCNC(=O)c1cc(-c2ccccn2)nc2ccc(S(=O)(=O)N3CCC(C)CC3)cc12	-21
CCN(CC)C(=O)COc1cc2oc(=O)c3c(c2cc1Cl)CCC3	-1
CCc1ccc(-c2nc3cc(NC(=O)c4cccc(I)c4)ccc3o2)cc1	-73
O=C(CCS(=O)(=O)c1cccc2nsnc12)Nc1ccc(Cl)c(C(F)(F)F)c1	-7
Cc1c(-c2cccs2)[n+](=O)c2c(n1[O-])CCC2	-5&-3
COc1ccc(OC)c(C2NC(=O)NC(C)=C2C(=O)OC(C(F)(F)F)C(F)(F)F)c1 (stereo not drawn)	2
CN1c2ccc(I)cc2C(C)(C)C12C=Cc1cc([N+](=O)[O-])ccc1O2 (stereo not drawn)	-241
CCN(CC)CCCNc1oc(-c2ccc(OC)c(OC)c2)nc1C#N	7
COc1ccc(C2NC(=O)NC(O)(C(F)(F)F)C2C(=O)c2ccc(F)cc2)cc1OC (stereo not drawn)	6
CCOC(=O)c1c(NC(=O)CCC(=O)OC)sc2c1CCC2	10
Cc1cccc(-n2c(SCC(N)=O)nc3sc4c(c3c2=O)CCCC4)c1	-10
Cc1cc(N2CCN(c3ccccc3)CC2)nc2ccccc12	2
CCCCOC(=O)c1ccc(N2C(=O)CC(NCc3ccc4c(c3)OCO4)C2=O)cc1 (stereo not drawn)	-6
COc1ccccc1CN1C(=O)c2ccccc2C1C(=O)NCCCN1C(C)CCCC1C (stereo not drawn)	-5
CCOc1ccc(C(=O)Nc2ccc(Cl)cn2)cc1[N+](=O)[O-]	-1
O=C(NCc1ccccn1)c1cc2cc(Br)ccc2oc1=O	-10
CC1=C(C(=O)Nc2ccccc2)C(c2ccc(C)o2)n2c(s/c(=C\c3ccco3)c2=O)=N1 (stereo not drawn)	-36
CCCCOC(=O)n1c(SCC(=O)N(CC)CC)nc2ccccc21	-6
CCC(=O)c1ccc(N2CCN(C(=O)COc3ccc(F)cc3)CC2)c(F)c1	-2
Fc1cc2nccnc2cc1N1CCSCC1	-4
CC1(C)CC(=O)c2c(nc3ccc(Br)cc3c2N)C1	0
CC1(C)CC(=O)c2cn3c(nc2C1)nc1ccccc13	2
Cc1cc(C)c(NC(=O)C23CCC(C)(C(=O)O2)C3(C)C)c([N+](=O)[O-])c1 (stereo not drawn)	-2
COc1ccc(OC)c(CNC(=O)c2coc(=O)c3ccccc23)c1	-3
CN1CCN(C(=O)Cn2nc(-c3ccccc3)c3ccccc3c2=O)CC1	2

Reformatted comma-delimited: 6 of the compounds above
Compound,14-3-3g Raf
COc1ccc(CCC(=O)Nc2ccc(-c3noc(-c4ccccc4Br)n3)cc2)cc1,-17
Cc1ccc(S(=O)(=O)NC(C)C(=O)NC2CCCCCC2)cc1 (stereo not drawn),3
Cn1c2c(c(=O)n(C)c1=O)CN(Cc1ccc(F)cc1)CN2,0
CC1=C(C(=O)OC(C)C)C(c2ccccc2Cl)NC(=S)N1 (stereo not drawn),-4
O=C(Nc1ccc2oc(-c3cccc4ccccc34)nc2c1)c1cccc(I)c1,-76
CC(C)Cn1c(NC2CCCCC2)nc2c1c(=O)[nH]c(=O)n2C,8

This is a subset; the hit share may differ from the screen's.
